# GALK inhibitor – inhibitors of human galactokinase; Purified GALK, Kinase-Glo residual ATP luminescence; AID 1868; P51570; 270,000 compounds, 0.007% hits; Potency, µM (doses to about 57.5 µM), for the others: at the top dose activity change, negative = inhibition, usual class: inhibitors; further: potency means the concentration at half of the fitted maximal effect; on the % scale 0 is the no-effect control and ±100 the full control effect
#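 The enzyme phosphorylates galactose (100 uM) using ATP (35 uM); inhibition is detected as higher residual ATP, quantified by bioluminescence after 1 h reaction at room temperature, pH 8.0.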
# PKM2 activator – activators of human pyruvate kinase M2; AID 1631; purified PKM2, Kinase-Glo ATP luminescence, activation; response scale: 0% is enzyme alone, no compound; Potency, µM (titrated, usually from 57.5 µM), without a hit: top-dose activation, most hits filed as activators; P14618; 260,000 compounds, 0.34% hits; further: potency means the concentration at half of the fitted maximal effect; on the % scale 0 is the no-effect control and ±100 the full control effect; nearly all actives have a fitted effect of over 55% in size
#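 Kinase-Glo luminescence reports ATP generated from ADP (0.1 mM) and PEP (0.5 mM) by purified hPK-M2 after 1 h at room temperature, pH 7.2 imidazole buffer; intermediate enzyme activity allows detecting inhibitors and activators.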
# Mito fusion act – blocks mitochondrial division or promotes mitochondrial fusion; S. cerevisiae fusion-defective mutant growth rescue, CellTiterGlo 48 h; Potency, µM (doses to about 46.1 µM), for the others: top-dose growth rescue (activation), actives largely listed as activators; 320,000 compounds, 0.23% hits; AID 485298;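 further: potency means the concentration at half of the fitted maximal effect; % of control where 0% means no effect; nearly all actives have a fitted effect of over 45% in size; temperature-sensitive fusion mutants such as fzo1-1 at 37 °C on non-fermentable ethanol glycerol medium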
#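 Compounds are tested for their ability to restore growth of mitochondrial fusion-defective yeast strains at non-permissive 37C in YPEG medium over 48 hours. Viability is quantified by luciferase luminescence.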
# USP2a inh – blocks human ubiquitin-specific protease USP2a. 330,000 compounds, 0.01% hits. O75604. Potency, µM (titrated, usually from 38.3 µM), inactives show at the top dose activity change, negative = inhibition, most hits filed as inhibitors. AID 463254. USP2 core, Ub-CHOP2 coupled fluorogenic reporter, 485/531;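 further: potency means the concentration at half of the fitted maximal effect; plate controls were DMSO wells for no effect and full inhibition by NEM control for full effect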
#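 Deubiquitinase activity read as fluorescence (485/531 nm) after Ub-CHOP2 cleavage activates the enterokinase reporter on its substrate; USP2 core 10nM, Ub-CHOP2 and substrate 25nM each, 30min compound preincubation then 60min RT; data normalized to NEM, curves fitted.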
# Menin-MLL TR inh – inhibitors of human menin-MLL interaction, mutant MLL peptide. O00255. Menin + Texas Red MLL mutant peptide, fluorescence polarization. Potency, µM (doses to about 61.6 µM), for inactives: at the highest dose FP activity change, negative = inhibition, usual class: inhibitors. 270,000 compounds, 0.23% hits; active means well fitted inhibition curve with a large enough effect in the polarisation, with a control signal flat, not every such curve was filed as active; inconclusive means small, poorly fitted or top-dose-only effect, or effect the other way, or a change in a side signal; inactive means no such curve, though single readings can be large or run the other way; the % refers to the polarisation; further: potency means the concentration at half of the fitted maximal effect; % of control where 0% means no effect; many of its hits are not listed in these tables
# KCNH2 WT inh – inhibitors of human wildtype KCNH2 potassium channel | U2OS, BacMam KCNH2, thallium flux FluxOr; stronger effect = lower value | activity change, % at 1.84 µM | 340,000 compounds, 0.37% hits | AID 720551;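 active means maximum activity change below -70%; inconclusive means maximum activity change between -70% and -50%; inactive means maximum activity change above -50%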; further: on the % scale 0 is the no-effect control and ±100 the full control effect
# Target sequence (Q12809 whole entry, looked up): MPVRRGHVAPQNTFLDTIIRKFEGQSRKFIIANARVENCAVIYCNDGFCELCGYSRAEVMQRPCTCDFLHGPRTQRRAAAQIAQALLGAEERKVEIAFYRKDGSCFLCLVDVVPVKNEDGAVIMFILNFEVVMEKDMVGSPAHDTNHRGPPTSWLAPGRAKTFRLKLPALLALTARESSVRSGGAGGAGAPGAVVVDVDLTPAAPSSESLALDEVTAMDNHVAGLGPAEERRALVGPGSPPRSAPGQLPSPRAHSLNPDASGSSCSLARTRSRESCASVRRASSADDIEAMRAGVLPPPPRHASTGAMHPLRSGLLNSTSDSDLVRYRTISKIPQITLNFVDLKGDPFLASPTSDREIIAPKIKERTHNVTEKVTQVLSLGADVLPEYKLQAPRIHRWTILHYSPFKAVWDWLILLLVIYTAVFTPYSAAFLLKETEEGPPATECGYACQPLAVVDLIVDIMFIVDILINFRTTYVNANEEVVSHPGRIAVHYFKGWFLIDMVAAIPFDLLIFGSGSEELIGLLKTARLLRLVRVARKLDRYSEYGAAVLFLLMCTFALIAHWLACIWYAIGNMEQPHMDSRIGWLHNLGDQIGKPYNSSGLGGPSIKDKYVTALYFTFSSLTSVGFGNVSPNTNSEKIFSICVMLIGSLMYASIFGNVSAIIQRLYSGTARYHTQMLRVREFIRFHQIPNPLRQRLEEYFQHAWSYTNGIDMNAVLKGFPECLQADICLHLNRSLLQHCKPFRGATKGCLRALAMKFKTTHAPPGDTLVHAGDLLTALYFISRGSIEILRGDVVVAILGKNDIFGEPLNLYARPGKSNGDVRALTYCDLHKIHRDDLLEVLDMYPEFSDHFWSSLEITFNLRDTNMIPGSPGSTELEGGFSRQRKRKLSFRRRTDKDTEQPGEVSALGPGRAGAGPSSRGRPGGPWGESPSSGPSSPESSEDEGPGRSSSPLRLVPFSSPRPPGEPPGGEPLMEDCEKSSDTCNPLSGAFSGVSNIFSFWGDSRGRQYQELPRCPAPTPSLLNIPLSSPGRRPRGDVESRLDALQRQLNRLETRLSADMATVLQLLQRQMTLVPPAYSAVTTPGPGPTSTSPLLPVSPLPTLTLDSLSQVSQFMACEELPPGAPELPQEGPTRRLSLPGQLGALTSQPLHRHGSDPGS
#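 U2OS cells transduced with wild-type KCNH2 virus are loaded with FluxOr dye for 45 min, and thallium flux is measured in kinetic reads before and after stimulation buffer. Rate constants are normalized to DMSO controls.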
# MBNL1 CUG block – blocks human MBNL1 binding to CUG repeat RNA. 280,000 compounds, 0.036% hits. Potency, µM (highest dose often 57.5 µM), inactives show top-dose activity change, negative = inhibition, most hits filed as inhibitors. AID 2675. TR-FRET MBNL1-His/biotin-(CUG)12 binding, 665/545 ratio. Q9NR56; active means well fitted inhibition curve with a large enough effect in the signal ratio, with a control signal flat, not every such curve was filed as active; inconclusive means small, poorly fitted or top-dose-only effect, or effect the other way, or a change in a side signal; inactive means no such curve, though single readings can be large or run the other way; the % refers to the signal ratio; further: potency means the concentration at half of the fitted maximal effect; on the % scale 0 is the no-effect control and ±100 the full control effect
#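 Inhibition of protein-RNA binding appears as loss of TR-FRET between terbium anti-His antibody on MBNL1-His and streptavidin-XL665 on biotin-(CUG)12. Activity is normalized to buffer-only and uninhibited-complex controls.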
# TSHR antagonist – human thyrotropin receptor antagonism; P16473; TSHR-expressing cells, TSH-stimulated cAMP HTRF, 2 h; stronger effect = lower value; AID 504810; activity change, negative = inhibition, % at 11.5 µM; 330,000 compounds, 0.2% hits;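 active means activity change below a set negative limit, meaning inhibition stronger than a set level, cut at about -70% in these data; inconclusive means activity change between two set negative limits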; further: on the % scale 0 is the no-effect control and ±100 the full control effect
#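 Freshly harvested TSHR cells receive pin-tooled compound, then EC80 TSH at 4nM final. After 2 hours at 37 deg C, antibody in lysis buffer and cAMP-d2 are added; 30 minutes at ambient temperature precede the HTRF read.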
# Chronic BCR inh – blocks chronic active B-cell receptor signaling; ABC-DLBCL IkBa-CBG/CBR reporter, luminescence ratio, 4 h; Potency, µM (doses to about 46.1 µM), for inactives: top-dose ratio change, negative = lower green/red ratio, most hits filed as inhibitors; 340,000 compounds, 0.05% hits; active means well fitted inhibition curve with a large enough effect in the signal ratio, with a control signal flat, not every such curve was filed as active; inconclusive means small, poorly fitted or top-dose-only effect, or effect the other way, or a change in a side signal; the % refers to the signal ratio;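 further: potency means the concentration at half of the fitted maximal effect; plate controls were basal doxycycline-induced cells for no effect and cells given 10 µM MG132 for full effect; MG132 reads +100%, hits lower the ratio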
#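 TMD8 ABC-DLBCL cells carrying doxycycline-inducible green luciferase fused to IkappaBalpha plus unfused red luciferase were exposed to compounds (up to 46 uM) for 4 hrs at 37C. Activity came from the overlap-corrected green/red luminescence ratio.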
# ASM inhibitor – human S-ASM enzyme inhibition | P17405 | 340,000 compounds, 0.006% hits | placental ASM, HMU-PC fluorogenic substrate, 60 min | Potency, µM (series often up to 57.5 µM), inactives show at the top dose activity change, negative = inhibition, most hits filed as inhibitors; further: potency means the concentration at half of the fitted maximal effect
#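 Fluorogenic HMU-PC substrate (9 uM final) is turned over by placental ASM in 60 min at 37 C after a 10 min compound preincubation. Reaction ended by alkaline stop (pH 10), with fluorescence read at 386/447 nm.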
# Eya2 phos inh – inhibitors of human Eya2 phosphatase activity | O00167 | recombinant Eya2, OMFP fluorescence dephosphorylation (OMFP is methylfluorescein phosphate) | Potency, µM (titrated, usually from 76.9 µM), for the others: top-dose activity, negative = inhibition, usual class: inhibitors | 330,000 compounds, 0.006% hits | AID 488837; further: potency means the concentration at half of the fitted maximal effect; on the % scale 0 is the no-effect control and ±100 the full control effect
#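 Eya2 (0.2 uM) preincubated 10 min at ambient with compound, then OMFP substrate added at 50 uM; 10 min reaction in 50 mM HEPES pH 7.5, 50 mM NaCl, 5 uM MgCl2, 0.05% BSA, 1 mM DTT. Fluorescence read at Ex 485/Em 525 nm.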
# The depositor's hits bear a star; ? = inconclusive; · = no result given; [ ] = dose if it differs, or a comment. Unless noted, the call rests on the fitted dose curve; in most records, active means well fitted curve in the direction sought with a large enough effect; inconclusive means small, poorly fitted or top-dose-only effect, or another doubt; inactive means no such curve, though single readings can be large; an effect the other way counts as inactive or inconclusive. This is a subset (hit frequency here may not be typical).
Molecule,GALK inhibitor,PKM2 activator,Mito fusion act,USP2a inh,Menin-MLL TR inh,KCNH2 WT inh,MBNL1 CUG block,TSHR antagonist,Chronic BCR inh,ASM inhibitor,Eya2 phos inh
O=C(NCc1ccc(F)cc1)C1CCCN1C(=O)NCc1ccccc1 (stereo unspecified),5%,-5%,-4%,2%,1%,11,-10%,-1,2%,3%,1%
CN(c1ccccc1)S(=O)(=O)c1cccc(NC(=O)Cc2n[nH]c(=O)c3ccccc23)c1,·,·,6%,11%,·,0,·,4,?,-7%,23%
CCOC(=O)N1CCN(c2cc(NCCC(=O)O)c3c4c(onc24)-c2ccccc2C3=O)CC1,2%,-44%,-13%,?,?,26,?,-25,?,-17%,?
Cc1ccccc1OCCCN1C(=O)C(=O)c2cccc(C)c21,-3%,6%,10%,-1%,-12%,-5,9%,-2,-1%,-8%,3%
CCOC(=O)c1c(NC(=O)c2cccs2)sc2c1CCC2,2%,3%,1%,0%,-5%[11.7 µM],3,-9%,-1,9%,43%[activator],-8%
CCOC(=O)C1CCN(C(=O)Nc2ccc3snnc3c2)CC1,7%,-4%,1%,-1%,0%,0,6%,8,0%,6%,10%
COc1ccc(C)cc1NC(=O)CCCNC(=O)Cn1cnc2sc(C)c(C)c2c1=O,-6%,0%,0%,-2%,-27%,5,3%,-8,1%,-3%,0%
Cc1nc2sccn2c(=O)c1S(=O)(=O)N1CCN(c2ccc(F)cc2)CC1,·,?,-5%,3%,15%,-7,1%,17,-7%,-4%,6%
COc1ccc(C(=O)NC(=S)Nc2ccc3oc(=O)ccc3c2)cc1[N+](=O)[O-],-6%,-2%,2%,1%,·,8,8%,-29,11%,-2%,-21%
Cc1ccccc1C(=O)NC(=S)Nc1ccccc1C(F)(F)F,0%,-1%,-9%,0%,8%,-5,2%,9,?,2%,16%
O=C(CCc1nnc2ccc(NCc3ccco3)nn12)N1CCN(c2ccccc2F)CC1,5%,·,-2%,0%,·,-4,1%,9,-1%,-3%,5%
CCN(CCCNC(=O)Cn1ncc2c([nH]c3ccc(C)cc32)c1=O)c1ccccc1,10%,·,-4%,2%,26%,-1,-1%,8,-3%,1%,-1%
Fc1cccc(CO/N=C/c2c(-c3ccccc3)nc3ccc(Cl)cn23)c1,4%,-2%,3%,0%,-8%,1,-4%,5,2%,0%,3%
Cn1c(SCc2nnc(-c3ccc(F)cc3)o2)nnc1C1COc2ccccc2O1 (stereo unspecified),0%,8%,4%,2%,-11%,2,-27%,33,20%,-1%,-5%
CCOc1ncccc1C(=O)Nc1ccc(F)c(F)c1,1%,-5%,7%,-1%,-8%,9,-6%,-1,?,-4%,-2%
COc1cc(-c2nnc(SCc3cc(=O)oc4cc(C)ccc34)o2)cc(OC)c1OC,11%,3%,11%,-1%,-5%,-2,3%,-10,?,-8%,2%
COc1ccc(-c2nc(N3CCOCC3)nc3n[nH]c(N)c23)cc1,-2%,3%,?,1%,-7%,-3,14%,9,-3%,-1%,-17%
CC(=O)NC(CC(=O)O)c1ccccc1 (stereo unspecified),3%,-3%,6%,0%,·,14,-6%,11,1%,4%,-5%
Cc1ccc2cc3cc(C(=O)NCCC(C)C)oc3nc2c1,-1%,0%,-3%,2%,-24%,1,8%,2,?,17%,2%
O=S(=O)(NCC(c1ccc2c(c1)OCO2)N1CCN(c2ccccc2)CC1)c1ccccc1 (stereo unspecified),·,·,?,5%,·,-2,·,-8,1%,·,18%
NC(=O)c1c(NC(=O)C2CCCO2)sc2c1CCCCC2 (stereo unspecified),1%,13%,0%,-1%,-3%,-14,6%,5,-20%,4%,5%
COc1ccc(-n2nc(C(=O)Nc3ccc(OC)c(OC)c3)c3c4ccccc4n(C)c3c2=O)cc1,0%,-11%,0%,0%,11%,2,1%,0,?,-10%,13%
CCCCc1c(O)nc(SCC(=O)NCCc2ccc(OC)c(OC)c2)[nH]c1=O,-2%,-7%,-1%,2%,16%,-15,13%,-1,3%,4%,4%
Cc1c(OCC(=O)NC2CC(C)(C)NC(C)(C)C2)ccc2c1oc(=O)c1ccccc12,8%,·,-3%,-1%,-19%,3,-7%,-1,0%,-2%,5%
CC(C(=O)Nc1ccc(S(=O)(=O)N2CCCC2)cc1)N1CCN(C(=O)c2ccco2)CC1 (stereo unspecified),1%,-3%,3%,1%,-1%,4,-1%,-5,11%,-1%,8%

# Other results
Molecule,GALK inhibitor,PKM2 activator,Mito fusion act,USP2a inh,Menin-MLL TR inh,KCNH2 WT inh,MBNL1 CUG block,TSHR antagonist,Chronic BCR inh,ASM inhibitor,Eya2 phos inh
CCOc1ccccc1C1N(c2ccc(OC)cc2)C(=O)C2CCCN21 (stereo unspecified),2%,-12%,-1%,0%,13%[11.7 µM],15,4%,4,6%,6%,8%
O=[N+]([O-])c1cccc(-c2nnc3ccccn23)c1,1%,1%,-1%,9%,·,-32,?,3,-1%,7%,-4%
O=C(CC(=O)Nc1nc(C23CC4CC(CC(C4)C2)C3)cs1)NCCO,4%,-11%,-4%,0%,·,2,1%,-1,-10%,-3%,-26%
O=C(NN=C1CCCC1)c1cccc(O)c1,-3%,-4%,0%,2%,12%,-2,3%,-5,?,2%,0%
Cc1ccc(-c2nc(N3CCOCC3)sc2C(=O)N2CCOCC2)cc1,0%,-19%,-1%,4%,-9%,19,4%,-2,-1%,3%,3%
CCC(C(=O)NC1CCCC1)N(C(=O)Cn1nnc(-c2ccc(C)o2)n1)c1ccccc1OC (stereo unspecified),-3%,-1%,8%,2%,-15%,-11,-3%,1,10%,-1%,8%
CC(C)CN(C(=O)COC(=O)c1ccccc1NCc1ccco1)c1c(N)n(Cc2ccccc2)c(=O)[nH]c1=O,·,·,0%,0%,·,13,·,-8,2%,·,10%
O=C(CNCCc1ccc(Cl)cc1)Nc1ccc(C(=O)N2CCCCC2)cc1,0%,-4%,-9%,1%,-21%,-7,2%,-15,?,-3%,3%
Cc1nc(-c2cc(C#N)c(Sc3cccc(C(F)(F)F)c3)nc2C)cs1,1%,-4%,3%,1%,·,0,-9%,-6,-6%,-5%,-8%
CC(C)OP(=O)(c1ccc(N(C)C)cc1)C(Nc1ccccc1)c1cccnc1 (stereo unspecified),·,0%,0%,2%,5%,2,-1%,-12,-2%,0%,3%
CCCC(Oc1ccc(Br)cc1)c1nc2c3cc(OC)c(OC)cc3nc(=S)n2[nH]1 (stereo unspecified),-4%,5%,3%,13%,?,5,3%,-6,?,-5%,7%
CCc1ccc(OCCNC(=O)c2cc(SC)ccc2Cl)cc1,-2%,0%,2%,2%,-4%,1,4%,-2,8%,-2%,-4%
O=C(NNC(=O)C12CC3CC(CC(C3)C1)C2)c1cccc(O)c1,-1%,-4%,-7%,2%,13%,-14,-3%,1,?,9%,-15%
CC1=CC(C)(C)n2c(O)c(N=NC(N)=S)c3c(C)ccc1c32,1%,-1%,-3%,2%,3%,-11,2%,-39,?,-8%,3%
C=CCNc1nc(Cl)nc(Nc2ccc(OC)cc2OC)n1,-1%,-1%,1%,2%,-12%,-8,5%,28,-6%,1%,-8%
Cc1ccc2c(N)[nH]nc2n1,2%,-10%,3%,3%,-7%,-1,0%,25,2%,4%,0%
Cc1cccc(NS(=O)(=O)c2cccc([N+](=O)[O-])c2)n1,-1%,5%,-7%,3%,3%,-4,?,6,-6%,5%,-2%
COc1ccc(-c2c(C(F)(F)F)nn(C)c2NC(C)=O)cc1,·,12%,3%,-2%,·,-10,3%,4,-1%,3%,13%
CCc1cccc(C)c1NC(=O)Cc1ccsc1,16%,2%,-4%,8%,-3%,0,-11%,-8,0%,3%,-10%
CCc1ccc(-n2c(C)cc(/C=N/NC(=O)c3ccncc3)c2C)cc1,4%,-1%,4%,-1%,-7%,16,13%,2,-10%,-8%,?
